ERK EGF block = EGF-driven ERK pathway inhibition; HEK293-V1b, EGF-stimulated phospho-ERK AlphaScreen; Potency, µM (highest dose often 11.5 µM), for inactives: at the highest dose activity change, negative = inhibition, actives largely listed as inhibitors; 130,000 compounds, 0.41% hits; active = well fitted inhibition curve with a large enough effect; inconclusive = small, poorly fitted or top-dose-only effect, or effect the other way;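 also: plate controls were stimulated vehicle wells for no effect and unstimulated vehicle basal for full effect; nearly all actives have a fitted effect of over 55% in size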
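HEK293 cells stably expressing V1b receptor, serum-reduced (1% FBS) overnight, got compound for 30 min at 37C, then 25 nM EGF for 5 min. Lysate phospho-ERK read by AlphaScreen SureFire; AC50 from Hill fits.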
An asterisk follows results filed as active; ? = inconclusive; & = joins results of further samples; [ ] = dose if it differs, or a comment. Potency is read from the fitted curve at half-maximal effect. Some of the compounds tested; count on the stated rates, not on these rows.

SMILES | ERK EGF block
CC(C)CNC(=O)Cn1c(=O)c2c(ncn2CC(C)C)n(Cc2ccccc2)c1=O | -3.4%
CC(C)(C)NC(=O)CN(C(=O)CN1C(=O)C(=O)c2ccccc21)C(C)(C)C | 11.8%
O=C(O)CC(CC(=O)Nc1ccc2ccccc2n1)c1ccccc1 (configuration not stated) | 3.2%[57.5 µM]
CCOC(=O)c1c(NC(=O)COc2cccc3c2CCN(Cc2ccc(F)cc2)C3=O)sc2c1CCC2 | -4.9%
COC(=O)Cn1cc(C(=O)C(F)(F)F)c2ccccc21 | 13.3%
Cc1ccc(-c2onc3ccc(Cl)cc23)cc1 | -6.6%
O=C(C1=C[C@@H](c2coc3ccccc3c2=O)C[C@@H](OCCCCO)O1)N1CCN(Cc2ccccc2)CC1 | ?
Cc1noc(C(=O)Nc2c(C)n(C)n(-c3ccccc3)c2=O)c1Cl | 1.8%
Cc1ccccc1C1c2[nH]c3ccccc3c2CCN1CCCn1cccn1 (configuration not stated) | -16.1%[57.5 µM]
O=C(NCc1ccccn1)c1ccc2ccccc2n1 | 4.3%
NC(=O)c1c(NC(=O)Cn2cc([N+](=O)[O-])cn2)sc2c1CCCC2 | 1.0%
Cc1oc(-c2cccs2)nc1CN1CCN(CC(C)C)C(CCO)C1 (configuration not stated) | -5.6%[57.5 µM]
COc1ccc(S(=O)(=O)Nc2nc3ccccc3nc2NCC2CCCO2)cc1 (configuration not stated) | 6.2%[57.5 µM]
CCOc1ccc(/C=C2/Sc3ccc(C(=O)N4CCN(C(=O)c5ccco5)CC4)cc3N(C)C2=O)cc1OC | ?
CCn1c(SCc2nc(N)nc(N3CCCCC3)n2)nc2c1c(=O)n(C)c(=O)n2C | 11.6%
COc1ccc(C(CNC(=O)c2cc3ccccc3o2)N2CCCCC2)cc1 (configuration not stated) | 5.2%
Cc1cnc(NC(=O)CCNC(=O)c2ccc([N+](=O)[O-])cc2)s1 | -8.6%
COC(=O)C1=C(C)N(Cc2ccco2)C(=O)N[C@@H]1c1ccccc1 | 3.6%
Cc1ccc(CNC(=O)COc2ccccc2-c2ccccc2)cc1 | 2.6%
CN1CCCN(C(=O)CC2(CC(=O)O)CCCC2)CC1 | -4.9%
Cc1ccc(C(=O)N2CCCC(CCC(=O)N3CCN(c4ccccn4)CC3)C2)s1 (configuration not stated) | -3.6%
CN(C)c1ccc(C(=S)N2CCN(C(=S)Nc3cccc4ccccc34)CC2)cc1 | -1.9%
COc1ccc(C(=O)CNc2ccccc2C#N)cc1 | -4.0%
O=C(NC1CCCCC1)C1Cc2ccccc2CN1S(=O)(=O)c1ccc(F)cc1 (configuration not stated) | -1.0%
COC(=O)c1ccccc1NC(=O)c1cnn2cccnc12 | -2.3%
CCOC(=O)c1cc(-c2ccco2)nn1-c1ccc(C)cc1 | 3.7%
O=C(CNC(=O)OCc1ccccc1)NC1CCCCCCC1 | 2.0%
Cc1ccc(NC(=O)CN(C)C(=O)CSc2ncc(C(F)(F)F)cc2Cl)cc1 | -1.2%
CCN(CC)CCCNC(=O)CSc1nc(-c2ccc(F)cc2)cc(C(F)(F)F)n1 | -4.1%
CCN(CC)CCn1c(NCc2cc(OC)ccc2OC)nc2ccccc21 | 5.4%
CC(Nc1ccc(Cl)c(Cl)c1)C(=O)NN (configuration not stated) | -4.0%[57.5 µM]
CSc1cc(-c2ccccc2)n(C)c(=O)c1C#N | -7.2%

Ordered by value in ERK EGF block (smallest number first): 4 from the list above
mol	ERK EGF block
CN1CCCN(C(=O)CC2(CC(=O)O)CCCC2)CC1	-4.9%
O=C(NC1CCCCC1)C1Cc2ccccc2CN1S(=O)(=O)c1ccc(F)cc1 (configuration not stated)	-1.0%
Cc1noc(C(=O)Nc2c(C)n(C)n(-c3ccccc3)c2=O)c1Cl	1.8%
COC(=O)C1=C(C)N(Cc2ccco2)C(=O)N[C@@H]1c1ccccc1	3.6%

Later entries
SMILES | ERK EGF block
CSc1nnc(-c2ccc(NC(N)=S)cc2)o1 | 0.2%[57.5 µM]
O=C(CN(c1ccccc1)S(=O)(=O)c1ccccc1)N/N=C/c1ccc(OC2CSC2)cc1 | 6.1%
O=C(Cc1ccc(Cl)cc1)Nc1ccc(S(=O)(=O)Nc2cnc3ccccc3n2)cc1 | -5.7%
O=C(Cc1c(F)cccc1Cl)Nc1nc2ccccc2s1 | -11.8%
Cc1nn(CC(=O)OCCOc2ccc(Br)cc2)c(C)c1[N+](=O)[O-] | -6.6%
Cc1ccc(S(=O)(=O)NCCC(=O)Nc2nccs2)cc1 | 31.1%
Cc1cc(C(F)F)n2nc(C(=O)Nc3sc4c(c3C#N)CCC4)nc2n1 | 9.0%
CC1CCCC(C)N1c1nnc(N)s1 (configuration not stated) | 4.8%
CC1Cc2ccccc2N1C(=O)CSc1nnc(-c2ccc(S(=O)(=O)N3CCOCC3)cc2)n1C (configuration not stated) | 4.6%
CC1CCCN(CCCOc2ccc([N+](=O)[O-])cc2)C1 (configuration not stated) | -7.9%
COC(=O)c1nc(N)sc1C | -3.6%
Cc1c(Cl)c([N+](=O)[O-])nn1CCCC(=O)Nc1cc(Cl)ccc1Cl | -1.6%
CC[n+]1ccc(/C=C/c2ccc(N(C)C)cc2)c2ccccc21 | 14.1µM*
CCn1cc(CN2CCCC(CNS(=O)(=O)Cc3ccccc3)C2)cn1 (configuration not stated) | 11.7%
COc1ccc(CC(=O)Nc2ccc(N3CCOCC3)cc2)cc1OC | -0.6%[57.5 µM]
Cc1cc(CNC(=O)c2ccc3c(c2)OCO3)c2ccccc2n1 | -4.4%
O=S(=O)(c1ccc(F)cc1)c1nc(-c2ccco2)oc1Nc1ccc(F)cc1 | 6.3%
O=C1C2=C(CCCC2)C(=O)N1c1cccc(OCCBr)c1 | -0.6%
COCCN(C(=S)Nc1ccc(C(C)C)cc1)C(C)c1cccs1 (configuration not stated) | 1.3%
CCCCCCCC[n+]1cccc(C(=O)N(CC)CC)c1 | -3.3%
Cc1nc(NS(=O)(=O)c2ccc(Cl)s2)c2c3c(sc2n1)CCCC3 | -8.4%[57.5 µM]
COc1cc(/C=N/NC(=O)C23CC4CC(CC(C4)C2)C3)cc(Br)c1O | -6.4%
O=S(=O)(Nc1nccs1)c1cnc(Cl)c(Br)c1 | -0.7%
O=C(NNC(=O)c1ccc(NC(=O)c2ccccc2)cc1)c1ccccc1 | -6.0%
CC(C)(C)C(=O)NNC(=O)c1cc2sccc2s1 | -2.7%[57.5 µM]
CSc1nc(Cl)c(Cc2ccc(OC(C)C)cc2)c(N(C)C)n1 | 4.8%
Cc1nn(-c2ccccc2)c(N)c1C(O)(C(F)(F)F)C(F)(F)F | -10.0%
COC(=O)CCC(=O)OC1(C)C(=O)C=C2C=C(C3CC3)N(Cc3ccccc3)C=C2C1=O (configuration not stated) | -2.4%[57.5 µM]
O=C(CSc1nnc2n1CCCN2)c1ccccc1 | 6.8%[57.5 µM]
O=C(NCc1csc(-c2cccs2)n1)Nc1ccc(C(F)(F)F)cc1 | 3.0%[57.5 µM]
COc1cc(NC(=S)NCc2cccnc2)cc(OC)c1 | 3.8%
Cc1cnc(C(=O)Nc2ccc(N3CCOCC3)cc2)cn1 | 2.8%
CC1CCCCC1NC1=NCCCS1 (configuration not stated) | -1.1%
Cc1nc(N2CCOCC2)nc2c1CCC2 | -1.4%
O=S(=O)(Nc1ccc(N2CCCCC2)cc1)c1ccc(F)cc1F | -12.6%[57.5 µM]
CCc1ccc(N2CC34C=CC(O3)C(C(=O)OC)C4C2=O)cc1 (configuration not stated) | -1.7%
CCN1CCCC1CNC(=O)c1cc(S(N)(=O)=O)ccc1OC (configuration not stated) | 3.6%
O=C(NC1CCCc2ccccc21)C1CCC(CNc2c(N3CCOCC3)c(=O)c2=O)CC1 (configuration not stated) | 7.9%
O=C(CNC(=O)C1COc2ccccc2O1)N/N=C/c1ccc(O)cc1O (configuration not stated) | 8.0%
CCN(Cc1ccncc1)Cc1cn[nH]c1-c1ccc(OC)cc1F | -3.0%
CC(C)(C)c1ccc(C(=O)NCC(=O)OCC(=O)c2ccc3c(c2)-c2ccccc2C3)cc1 | 0.5%
CCOc1ccc(C(=O)NN2C(=S)NC(C)(C)C=C2C)cc1 | 4.6%[57.5 µM]
CC(=O)CC(C)(C)Nc1nc2cc([N+](=O)[O-])ccc2o1 | -5.1%[57.5 µM]
Cc1csc(NC(=O)CSc2nnc(Cc3cccn3C)n2CCc2ccccc2)n1 | -5.1%
CC(C)CC(=O)Nc1cccc2c1C(=O)N(c1ccccc1)C2=O | 0.4%
COc1ccc(Oc2ncc3ncc(=O)n(C[C@H]4CCCO4)c3n2)cc1 | -4.4%
CCC(NS(=O)(=O)c1cn(C)nc1C)c1ccccc1 (configuration not stated) | -0.7%
O=C(CSc1nc2ccccc2o1)N1c2ccccc2Sc2ccccc21 | -3.7%
CC(=O)Nc1ccc(NC(=O)CN(c2ccc([N+](=O)[O-])cc2)S(=O)(=O)c2ccccc2)cc1 | -5.8%
O=c1cnc2cnc(N3CCNCC3)nc2n1CCc1ccccc1 | 8.7%
CCCCCOc1ccc(N2C(=O)C3C4C=CC(C3C2=O)N(C)C4=O)cc1 (configuration not stated) | -2.7%
Cc1cccc(C)c1NC(=O)CCCSc1nnc(-c2ccc(Cl)cc2)n1-c1ccccc1 | 1.4%
FC(F)(F)c1cccc(N2CCN(C(=S)NC3CCCCC3)CC2)c1 | -4.4%
COc1cccc(-c2c[nH]c(=O)[nH]c2=O)c1 | -5.0%
Cc1cccc(-c2cc3nc(-c4ccccc4)cc(N4CCC5(CC4)OCCO5)n3n2)c1 | -11.2%
CCc1nc2ccccc2n1Cc1ccccc1F | -4.3%

Next part:
SMILES | ERK EGF block
COc1ccc(CCNC(=O)c2sc3ccccc3c2Cl)cc1OC | -8.3%
CC(C)c1ccc(S(=O)(=O)c2n[nH]n3c2nc(=O)c2ccccc23)cc1 | 6.8%
Cc1cc(Br)cc(C)c1NC(=O)c1ccc(C#N)cc1F | 4.6%
NC(=O)c1ccsc1NC(=O)c1ccc(S(=O)(=O)N2CCCC2)cc1 | -3.6%
COc1cccc(Nc2nnc(SCC(=O)Nc3sccc3C(N)=O)s2)c1 | ?
Cc1ccc(S(=O)(=O)N2CCOCC2)cc1NC(=O)CSc1nccn1C | 1.8%
Cc1cc(OCC(=O)Nc2nnc(C3CC3)s2)ccc1[N+](=O)[O-] | ?
CN1N=C(C(=O)N2CCN(c3ccc([N+](=O)[O-])cc3)CC2)CCC1=O | -2.7%
O=C(c1cnccn1)N1CCC2(CC1)CN(Cc1ccccc1)C2 | -1.7%
Cc1cc(OC2CCCCC2)nc(NCc2ccccc2)n1 | -0.7%[57.5 µM]
CCN(CC)C(=O)Cn1cc(C(=O)C(=O)N2CC=C(c3ccccc3)CC2)c2ccccc21 | -2.0%
Cc1cc2nc(/N=C(\N)NC(=O)N3c4ccccc4Sc4ccccc43)nc(C)c2cc1C | -4.4%
COc1ccc(-c2nc3cc(NC(=S)NC(=O)Cc4ccccc4)ccc3o2)cc1 | 3.4%
CCCCOc1ccc(CONS(=O)(=O)c2ccc(NC(C)=O)cc2)cc1Cl | ?
O=c1[nH]cc(NCCc2ccccc2)c(=O)[nH]1 | -6.9%
O=C(O)CC(Cc1ccc(Cl)cc1)C(=O)Nc1ccc([N+](=O)[O-])cc1 (configuration not stated) | -2.5%
CC(C)NC(=S)NN=C1c2ccccc2-c2ccccc21 | -10.9%
Cc1ccc(NC(=O)COC(=O)CCc2ccc(S(=O)(=O)N3CCOCC3)cc2)cc1F | -3.9%
Cc1ccc(N2C(=O)CN(Cc3sccc3C)C2=S)cc1C | 12.7%
O=C(COC(=O)[C@H](Cc1c[nH]c2ccccc12)NC(=O)c1cccs1)NCc1ccccc1 | -1.1%
Cc1ccc(Cl)cc1NC(=S)N(CCCN1CCOCC1)Cc1ccccn1 | -1.0%
CCOC(=O)N1CCC(NC(=O)C2CCN(S(=O)(=O)c3ccc4c(c3)oc(=O)n4C)CC2)CC1 | ?
Cc1cccc(N2CCN(C3=NC(=O)C(Cc4ccccc4)S3)CC2)c1 (configuration not stated) | -9.1%
CCOC(=O)C1(Cc2ccc(Cl)cc2)CCN(C(=O)c2cnc(C)cn2)CC1 | 3.1%[57.5 µM]
Cc1cc2cc3c(cc2nc1SCc1ccccn1)OCCO3 | 1.0%
Cc1cc(C(=O)COC(=O)c2ccc(Br)o2)c(C)n1C | -3.7%
CC1CCCC(n2cnc3cc(C(=O)O)ccc32)C1C (configuration not stated) | -10.3%
O=S(=O)(/N=C(/Nc1ccccn1)c1ccc(Cl)cc1)c1ccc(Cl)cc1 | -10.3%
CC(=O)Nc1ccc(NC(=O)CN(C)CC(=O)Nc2ccccc2Br)cc1 | -0.9%
COc1ccccc1NC(CC(=O)c1ccccc1)C(=O)OCC(=O)c1ccc(C)c(C)c1 (configuration not stated) | -11.7%
CCOC(=O)C1CCN(S(=O)(=O)c2ccc(NC(C)=O)c(Cl)c2)CC1 | 9.5%[57.5 µM]
Cc1cc(=O)n(-c2ccc(C(=O)O)cc2)[nH]1 | 1.1%
COc1ccc(NC(=O)CN2CCN(C(=S)NC3CCCC3)CC2)cc1 | -13.5%[57.5 µM]
CC(=O)N1CC=CC1(CC(C)C)C(=O)NCc1cc(F)cc(C(F)(F)F)c1 (configuration not stated) | -10.1%&7.5%
CC1CCCCN1CC(O)COCCC12CC3CC(CC(C3)C1)C2 (configuration not stated) | 3.5%
